TDP43 rescue: inhibitors of TDP-43 toxicity in yeast | TDP-43 expressing yeast growth rescue, BacTiter-Glo, 24 h | Potency, µM (series often up to 46.1 µM), for inactives: at the top dose growth rescue (activation), hits mostly activators | actives 1.8% (n = 410,000) | AID 652104; also: potency is read from the fitted curve at half-maximal effect; % of control where 0% means no effect; nearly all actives have a fitted effect of over 50% in size
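Galactose-induced TDP-43 yeast, OD600=0.02, compound pinned; 24 hr, 30 deg C; BacTiter-Glo luminescence for growth. Inhibitors of TDP-43 toxicity read as activators.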
Akt phos inh: Akt phosphorylation inhibition; activity change, % for hits at 50 µM; actives 0.32% (n = 360,000); AID 651550; Neuro2A IGF-stimulated pAkt S473 HTRF, 20 min; active compounds read low; in the data active = activity change below about -80%; inconclusive = mostly about -51% to -80%; also: % is scaled to controls: 0 for no effect and ±100 for the full control effect
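Neuro2A cells (4,500/well, DMEM with 0.5% FBS) were treated with compound at a single 50 µM final concentration, stimulated with 6 nM IGF for 20 min at 37 °C, and lysed. Phospho-Akt Ser473 was read by HTRF as 665/615 ratio ×10^4.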
DRD3 antagonist: blocks the human D3 dopamine receptor; P35462; D3R cells, DiscoveRx beta-arrestin luminescence, antagonist mode; active compounds read low; max response, negative = inhibition, %; actives 2.5% (n = 360,000); AID 652054; in the data active = max response below about -50%; inconclusive = no clear call, values can overlap the other calls; also: % is scaled to controls: 0 for no effect and ±100 for the full control effect; mostly tested at two doses, the higher about 12 µM
Target sequence (P35462 whole entry, looked up): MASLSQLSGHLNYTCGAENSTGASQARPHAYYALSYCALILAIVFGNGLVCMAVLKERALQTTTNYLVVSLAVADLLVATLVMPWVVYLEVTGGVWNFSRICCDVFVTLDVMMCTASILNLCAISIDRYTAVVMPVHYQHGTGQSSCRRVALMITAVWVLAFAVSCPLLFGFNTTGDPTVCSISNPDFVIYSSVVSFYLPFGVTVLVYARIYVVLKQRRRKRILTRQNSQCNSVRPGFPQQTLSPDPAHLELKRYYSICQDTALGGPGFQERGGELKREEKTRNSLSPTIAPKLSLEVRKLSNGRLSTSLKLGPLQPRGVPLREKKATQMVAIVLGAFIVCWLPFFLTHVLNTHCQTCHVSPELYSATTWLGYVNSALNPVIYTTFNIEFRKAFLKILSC
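Cells expressing the human receptor were seeded at 1500 cells/well, incubated overnight at 37 degrees C in 5% CO2, then exposed to library compounds with dopamine controls for 90 minutes at 37 degrees C before luminescent detection.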
Abeta yeast res: restores growth of yeast expressing A-beta42 peptide. yeast expressing A-beta42, growth rescue, OD600, 48 h; response scale: 0% DMSO, 100% iron-clioquinol control. Potency, µM (top dose mostly 46.1 µM), inactives show at the top dose growth rescue, hits mostly activators. actives 0.063% (n = 410,000). AID 1347071; also: potency is read from the fitted curve at half-maximal effect; nearly all actives have a fitted effect of over 55% in size
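Yeast A-beta toxicity model in growth medium with pinned compounds, 48 h at 30 C; growth read as absorbance at 600 nm. Normalized to FeCl3/clioquinol equimolar mix (positive) and DMSO (negative).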
GLP1R inv ag: inverse agonists of human GLP-1 receptor. Potency, µM (titrated, usually from 38.3 µM), inactives show top-dose activity change, negative = inhibition, actives largely listed as inhibitors. HEK293 GLP-1R CRE-luciferase, luminescence, 24 h; GLP-1R form is constitutively active. P43220. AID 624417. actives 1.6% (n = 410,000); also: potency is read from the fitted curve at half-maximal effect; % is scaled to controls: 0 for no effect and ±100 for the full control effect; nearly all actives have a fitted effect of over 55% in size
Target sequence (P43220 whole entry, looked up): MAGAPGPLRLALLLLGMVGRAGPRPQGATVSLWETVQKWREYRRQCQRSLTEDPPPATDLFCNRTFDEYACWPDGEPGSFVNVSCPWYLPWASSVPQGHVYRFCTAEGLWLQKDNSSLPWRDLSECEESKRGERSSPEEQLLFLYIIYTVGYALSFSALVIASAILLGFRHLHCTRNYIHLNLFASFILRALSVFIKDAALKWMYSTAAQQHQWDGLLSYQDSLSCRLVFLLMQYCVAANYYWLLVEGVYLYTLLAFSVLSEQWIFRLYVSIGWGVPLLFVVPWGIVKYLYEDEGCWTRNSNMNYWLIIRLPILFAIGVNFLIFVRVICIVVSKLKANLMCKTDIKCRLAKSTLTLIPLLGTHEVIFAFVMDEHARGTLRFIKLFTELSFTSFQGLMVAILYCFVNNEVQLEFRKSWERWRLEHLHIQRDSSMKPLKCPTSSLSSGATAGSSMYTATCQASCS
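Inverse agonism was detected as reduced cAMP-driven luciferase luminescence after 24 h compound treatment. The cells were HEK293 clones expressing constitutively active human GLP-1R with the reporter. Reporter-only and GPR119 cell lines served as counterscreen controls.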
FUS suppressor: rescues growth of FUS-expressing yeast. S. cerevisiae FUS-expressing, growth rescue, OD600, 24 h. Potency, µM (titrated, usually from 76.6 µM), for the others: at the highest dose growth rescue (activation), hits mostly activators. actives 0.24% (n = 390,000). AID 1347120;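 also: potency is read from the fitted curve at half-maximal effect; plate controls were DMSO vehicle for no effect and reference control for full effect; nearly all actives have a fitted effect of over 55% in size; some results filed as inactive show a strong effect at the top dose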
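Yeast FUS proteinopathy model; galactose-induced FUS (2%), starting OD 0.005. Cpds in dilution series, 24hr, 30C, 99% humidity. Abs 600 nm growth. Pos ctrl CP55940 (top 92uM final); neg ctrl DMSO.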
GLP1R ag: GLP-1 receptor (human) agonism | P43220 | HEK293 GLP-1R CRE-luciferase, luminescence, 4-6 h; cells express a hypersensitive GLP-1R form | Potency, µM (top dose mostly 45.6 µM), inactives show at the highest dose activation, actives largely listed as activators | actives 0.007% (n = 380,000); also: potency is read from the fitted curve at half-maximal effect; % of control where 0% means no effect
PTHR1 ag: agonists of human PTHR1 parathyroid hormone receptor. Potency, µM (series often up to 115 µM), inactives show at the top dose activation, usual class: activators. Q03431. actives 0.075% (n = 410,000). HEK293 GP2 PTHR1 cells, GloSensor cAMP luminescence, 1 h; also: potency is read from the fitted curve at half-maximal effect; nearly all actives have a fitted effect of over 55% in size; some results filed as inactive show a strong effect at the top dose; inactives centre near -15; many of its hits are not listed in these tables
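HEK-293-derived GP2 cells expressing PTHR1 and a GloSensor cAMP reporter, 3,000/well, plated overnight, given luciferin plus IBMX (each 0.5 mM as added) for 1 h at 37 °C, then compound for 1 h at 37 °C. Luminescence was read after 15 min at room temperature.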
aSyn rescue: inhibitors of alpha-synuclein toxicity in yeast | Potency, µM (doses to about 46.1 µM), for the others: at the highest dose growth rescue (activation), hits mostly activators | Yeast expressing alpha-synuclein, growth rescue, BacTiter-Glo, 24 h | AID 652106 | actives 0.14% (n = 370,000); also: potency is read from the fitted curve at half-maximal effect; % of control where 0% means no effect; nearly all actives have a fitted effect of over 65% in size
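Readout is rescue of growth in alpha-synuclein-expressing yeast, so inhibitors of toxicity appear as activators. Growth after 24 hr at 30 deg C in galactose medium is quantified by luminescence.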
* = called active by the depositor; i = inactive; ? = inconclusive; · = not tested or not shown; [ ] = dose if it differs, or a comment. Unless noted, calls follow the shape of the dose curve; as a rule, active = well fitted curve in the direction sought with a large enough effect; inconclusive = small, poorly fitted or top-dose-only effect, or another doubt; inactive = no such curve, though single readings can be large; an effect the other way counts as inactive or inconclusive.

SMILES	TDP43 rescue	Akt phos inh	DRD3 antagonist	Abeta yeast res	GLP1R inv ag	FUS suppressor	GLP1R ag	PTHR1 ag	aSyn rescue
Oc1ccc(N=Cc2ccc(O)c(O)c2)cc1	12%	i	-8	-49%[inhibitor]	240%[activator]	·	3%	i	-16%
Cc1ccccc1-c1nc(CS(=O)CC(=O)NCCCN(C)c2ccccc2)c(C)o1 (stereo unspecified)	0%	i	10	8%	-10%	42%	6%	i	9%
COC(=O)c1cccc(CN2C(=O)C(C)Sc3ccc(C)cc32)c1 (stereo unspecified)	22%	i	33	4%	?	26%	13%	-36%[inhibitor]	4%
COC(=O)c1cc(NC(=O)c2cc(-c3ccc(OC)cc3)oc2C(F)(F)F)ccc1N1CCOCC1	5%	i	11	2%	?	42%	6%	i	12%
CCn1c2ccccc2c2cc(NC(=O)C/C(C)=N/NC(=O)c3ccccc3N)ccc21	?	i	-6	-1%	-20%	·	-2%	i	21%
COc1ccccc1-c1nnc(SCC(=O)NC2CCS(=O)(=O)C2)n1N (stereo unspecified)	12%	i	1	-2%	-3%	-30%	-7%	-16%	-6%
COc1cccc(C(=O)NCc2cccnc2)c1	-23%	·	5	10%	16%	15%	-5%	-5%[57.5 µM]	-10%
COc1ccc(CC(=O)Nc2nnc3n2CCS3)cc1OC	-15%	·	·	-16%	-4%	-5%	2%	28%	-6%
Cc1ccc(S(=O)(=O)CCc2nnc(NC(=O)CCl)s2)cc1C	-16%[0.397 µM]	i	4	-16%	-21%	26%	3%	-17%	-1%
Oc1ccccc1N=Cc1sc2ccccc2c1Cl	-13%	i	-24	-14%	-1%	·	-3%	-3%	-2%
COc1ccc([N+](=O)[O-])cc1NC(=S)NC(=O)C(C)(C)C	-1%	i	-1	15%	7%	-9%	17%	-29%	0%
CCC(Oc1ccccc1C)C(=O)Nc1ccc(S(=O)(=O)Nc2cc(C)on2)cc1 (stereo unspecified)	1%	i	14	0%	-4%	?	9%	-20%	3%
CC(=O)N1CCc2cc(Br)cc(S(=O)(=O)CCC(=O)NCCc3ccc(Cl)cc3)c21	4%	·	·	-5%	-2%	22%	1%	-25%	·
COC(=O)c1nn(-c2ccccc2)c(Sc2ccc(C)cc2)c1/C=N/O	2%	i	1	14%	?	13%	2%	-43%[inhibitor][57.5 µM]	-10%
Nc1cc(C(=O)OCC(=O)Nc2ccc(N3CCOCC3)cc2)ccc1Cl	-21%	i	-21	-13%	8%	?	-1%	i	-10%[1.84 µM]
Cc1nc2ccccc2c(=O)n1CC(=O)N1CCOCC1	7%	i	8	-6%	1%	8%	9%	-20%	13%
CCOc1ccc(NC(=S)NC(=O)/C=C/c2ccc(Br)cc2)c([N+](=O)[O-])c1	13%	i	-29	-8%	17%	10%	10%	i	-2%
O=C(CN1CCCCCC1)NCCN1C(=O)S/C(=C\c2ccccc2Cl)C1=O	0%	i	-3	-12%	?	23%	3%	-11%	1%
COc1ccc(OC)c(NC(=O)CSc2nnc(-c3ccco3)o2)c1	24%	i	0	-9%	15%	·	-4%	i	2%
COc1ccc(NC(=O)Nc2cccc3ccccc23)cc1OC	-4%	i	-11	-12%	-11%	29%	1%	-8%	-7%
CCCN(CCC)C(C)C(=O)NCC1(c2ccccc2)CCCC1 (stereo unspecified)	-5%	i	-6	2%	?	-37%	-6%	i	-1%
CCOC(=O)C1CCCN(CCC(C)c2ccccc2)C1 (stereo unspecified)	-16%	i	-61*	-1%	-10%	1%	-5%	i	-8%
COc1ccc2cc(C(=O)N3CCC(Cc4ccccc4)CC3)[nH]c2c1	10%	i	-23	-4%	11%	-29%	-8%	-20%	-7%
CCOC(=O)N1CCc2c(sc3c2c(=O)n(Cc2ccccc2)c(=O)n3CC(=O)NCC2CCCO2)C1 (stereo unspecified)	15%	i	0	-4%	9%	23%	-1%	i	1%
CN(Cc1ccc(F)cc1)C(=O)c1sccc1-c1ccccc1	20%	i	7	-3%	?	10%	11%	-9%	5%
CN(C(=O)CN1C(=O)NC2(CCc3ccccc32)C1=O)C1CCCCC1 (stereo unspecified)	0%	i	0	9%	13%	5%	0%	-2%	-3%
O=C(Nc1ccccc1C(=O)NCc1ccco1)Nc1cccc2ccccc12	15%	i	3	2%	?	0%	7%	-9%	-1%
Cc1ccccc1N(CC(=O)NCC1CCCO1)C(=O)CCC(=O)Nc1nccs1 (stereo unspecified)	9%	i	10	-10%	2%	10%	8%	-1%	0%
NC(=O)Cn1nc([N+](=O)[O-])nc1Oc1ccccc1C(=O)N1CCOCC1	7%	i	1	-15%	0%	23%	-1%	-11%	-2%
CC(=O)c1cccc(NC(=O)c2ccoc2C)c1	11%	i	4	-1%	10%	-13%	-2%	?	-2%
CCC(=O)N1CCN(C(=O)CC)C1c1ccccc1	-25%	i	11	9%	3%	·	1%	8%	0%
Cc1nc2c(c(=O)n1CCC1=CCCCC1)c1nc3ccccc3nc1n2/N=C/c1ccco1	-13%	i	?	-8%	-29%	?	2%	i	0%
Cc1c(OCc2ccccc2)c(=O)ccn1Cc1ccccc1	-4%	i	-6	7%	-12%	-10%	-1%	i	-3%
Cc1c(C(=O)C(C)C)n(C)c2ccccc12	4%	i	9	1%	209%[activator]	0%	11%	i	2%
CC(C)NC(=O)c1cc(-c2cccs2)on1	15%	i	5	6%	2%	14%	1%	-5%[57.5 µM]	4%
Cn1c(=O)c(=O)n(C)c2cc(S(=O)(=O)N3CCC(N4CCCCC4)CC3)ccc21	0%	i	?	3%	-2%	-1%	-12%	i	1%
O=C(Nc1ccccc1)N1CCN(CCc2ccccc2)CC1	-30%[9.22 µM]	i	-28	-4%	-12%	22%	2%	-21%	0%
COc1cc(Cl)c(NC(=O)c2cc(S(=O)(=O)N3CCCCC3)c[nH]2)c(OC)c1	-9%	·	·	-18%	13%	-8%	·	-82%[inhibitor]	·
Cc1c(OCC(=O)NCCCN2CCCC2=O)ccc2c3c(c(=O)oc12)CCCC3	-8%	i	-17	-1%	69%[activator]	11%	3%	-41%[inhibitor]	-4%
CCCS(=O)(=O)NC(=O)C1(C)CCN(C(=O)c2cccnc2Oc2ccccc2)C1 (stereo unspecified)	12%	i	10	-6%	-16%	-14%	-4%	i	1%
Cc1ccc(S(=O)(=O)N2CCCCC2)cc1NC(=O)c1ccco1	11%	i	27	-2%	0%	-13%	-6%	-9%	-5%
CCOC(=O)c1sc(NC(=S)NC(=O)C23CC4CC(CC(C4)C2)C3)cc1C	-3%	i	19	-1%	-3%	-8%	0%	i	-13%
CC(C)C1Oc2ccccc2N(CC(=O)NC2CCCCC2)C1=O (stereo unspecified)	15%	i	-21	11%	-27%	4%	8%	i	1%
CC(NC(=O)c1cnccn1)c1ccc(S(N)(=O)=O)cc1 (stereo unspecified)	?	i	-5	14%	4%	2%	-2%	-14%	10%
COc1cccc(CC(=O)NCC2COc3ccccc3O2)c1OC (stereo unspecified)	-10%	i	-19	-7%	-3%	?	-2%	-22%[57.5 µM]	-2%
Cc1c(Nc2nc3ccccc3nc2N2CCN(c3ccccc3)CC2)c(=O)n(-c2ccccc2)n1C	17%	i	42	24%	7%	18%	-10%	-24%[57.5 µM]	2%
Cc1noc(C)c1NC(=O)Nc1ccc2c(c1)C(=O)N([C@H](C)CO)C[C@H](C)[C@@H](CN(C)S(=O)(=O)c1cn(C)cn1)O2	13%	i	0	3%	9%	1%	-2%	-2%	-16%
CCOC(=O)C1(CCOc2ccccc2)CCN(Cc2ccc3nonc3c2)CC1	4%	i	-29	-7%	?	2%	4%	-35%	7%

Some of the entries above, reformatted:
Every second line gives: TDP43 rescue | Akt phos inh | DRD3 antagonist | Abeta yeast res | GLP1R inv ag | FUS suppressor | GLP1R ag | PTHR1 ag | aSyn rescue
- COc1cccc(CC(=O)NCC2COc3ccccc3O2)c1OC (stereo unspecified)
→ -10% | i | -19 | -7% | -3% | ? | -2% | -22%[57.5 µM] | -2%
- Cc1c(Nc2nc3ccccc3nc2N2CCN(c3ccccc3)CC2)c(=O)n(-c2ccccc2)n1C
→ 17% | i | 42 | 24% | 7% | 18% | -10% | -24%[57.5 µM] | 2%
- Cc1noc(C)c1NC(=O)Nc1ccc2c(c1)C(=O)N([C@H](C)CO)C[C@H](C)[C@@H](CN(C)S(=O)(=O)c1cn(C)cn1)O2
→ 13% | i | 0 | 3% | 9% | 1% | -2% | -2% | -16%
- CCOC(=O)C1(CCOc2ccccc2)CCN(Cc2ccc3nonc3c2)CC1
→ 4% | i | -29 | -7% | ? | 2% | 4% | -35% | 7%

Additional compounds:
SMILES	TDP43 rescue	Akt phos inh	DRD3 antagonist	Abeta yeast res	GLP1R inv ag	FUS suppressor	GLP1R ag	PTHR1 ag	aSyn rescue
O=C1CCNc2cc3ccccc3cc21	14%	i	-4	21%	-10%	·	-1%	-6%	1%
CCOC(=O)N1CCN(C(=O)C2CCN(C(=O)Nc3ccccc3)CC2)CC1	-14%	i	-7	-12%	-8%	5%	-9%	i	-8%
O=C(CNc1ccc(Br)cc1)Nc1ccc(S(=O)(=O)N2CCCC2)cc1	5%	i	3	8%	10µM*	·	-15%	-10%	-3%
CS(=O)(=O)N1CCc2ccccc2C1	-3%	i	60	11%	26%	-28%	-1%	5%[57.5 µM]	5%
COC(=O)Cn1c(=NC(=O)CSCC(=O)NC2CCCCC2)sc2cc(OC)ccc21	-3%	i	0	5%	4%	-22%	4%	i	-6%
CC(C)Cn1cc(C(=O)N2CCOCC2)c2c3ccccc3n(C)c2c1=O	1%	i	-12	2%	0%	17%	15%	-25%[57.5 µM]	3%
COc1ccc(N(C(=O)CCl)C(C(=O)NCCc2ccccc2)c2cccs2)cc1Cl (stereo unspecified)	22%	i	-8	-14%	?	·	-27%	-25%	1%
COc1cccc(C(=O)NCC(=O)N/N=C/c2cccnc2)c1	5%	i	2	15%	15%	-16%	-6%	-7%	-5%

Source: PubChem (National Center for Advancing Translational Sciences (NCATS))

Not all compounds are listed (hit frequency here may not be typical).
